TcdB inh = TcdB glycohydrolase inhibition | hit rate 0.24% among 350,000 | AID 652162 | inhibition, % at 9.99 µM | P18177 | TcdB glycohydrolase enzymatic assay, plate reader; in the data active means inhibition above about 10%
* marks the source's active call; other numbers are inactive results. Not all compounds are listed. The share of hits here may be higher or lower than overall.

> C[C@H]1CN([C@@H](C)CO)S(=O)(=O)c2ccc(-c3ccncc3)cc2O[C@H]1CN(C)C(=O)CN(C)C
- TcdB inh: -1.9
> CNC(=O)C[C@@H]1CC[C@@H]2[C@H](COc3ccc(NC(=O)NC4CCCC4)cc3C(=O)N2C)O1
- TcdB inh: 1.3
> COc1ccc2c3c(n(C)c2c1)[C@H](CO)N(C(=O)C1CCC1)CC31CN(C(=O)Nc2cccc(F)c2)C1
- TcdB inh: 0.9
> C[C@@H]1CN([C@H](C)CO)C(=O)Cc2cc(NC(=O)NC3CCCCC3)ccc2O[C@@H]1CN(C)Cc1ccc(C(=O)Nc2ccccc2N)cc1
- TcdB inh: -0.2
> CN(C)CCCNC(=O)C[C@@H]1CC[C@@H](NC(=O)c2ccccc2F)[C@H](CO)O1
- TcdB inh: -0.3
> COc1ccccc1CNC(=O)C[C@@H]1CC[C@H]2[C@@H](COC[C@@H](O)CN2Cc2ccc3c(c2)OCO3)O1
- TcdB inh: -0.8
> C[C@H]1CN([C@@H](C)CO)C(=O)c2cccc(NC(=O)C3CCOCC3)c2O[C@@H]1CN(C)S(=O)(=O)c1ccc(Cl)cc1
- TcdB inh: -1.7
> C[C@@H]1CN([C@H](C)CO)C(=O)c2cc(NC(=O)C3CCCCC3)ccc2O[C@H]1CN(C)S(=O)(=O)c1cn(C)cn1
- TcdB inh: 1.1
> Cc1noc(C)c1NC(=O)N(C)C[C@@H]1Oc2c(NC(=O)C3CCCCC3)cccc2C(=O)N([C@H](C)CO)C[C@@H]1C
- TcdB inh: -2.3
> C[C@@H]1CN([C@@H](C)CO)C(=O)c2cc(NC(=O)Cc3cn(C)c4ccccc34)ccc2O[C@H]1CN(C)Cc1ccc(-c2ccccc2)cc1
- TcdB inh: -0.1
> C[C@@H]1CN([C@@H](C)CO)C(=O)Cc2cc(NC(=O)NC3CCCCC3)ccc2O[C@H]1CN(C)S(=O)(=O)c1ccc(Cl)cc1
- TcdB inh: 1.1
> C[C@H]1CN([C@@H](C)CO)S(=O)(=O)c2ccc(C#CCN(C)C)cc2O[C@H]1CN(C)C
- TcdB inh: 1.0
> COc1ccc(NC(=O)Nc2cccc3c2O[C@H](CN(C)C(=O)NC2CCCCC2)[C@@H](C)CN([C@@H](C)CO)C3=O)cc1
- TcdB inh: -0.6
> CO[C@@H]1CN(C)C(=O)c2ccc(NC(=O)NC(C)C)cc2OC[C@@H](C)N(S(C)(=O)=O)C[C@H]1C
- TcdB inh: -1.4
> C[C@H]1CN([C@@H](C)CO)S(=O)(=O)c2ccc(-c3ccccc3)cc2O[C@H]1CN(C)C(=O)C1CCCCC1
- TcdB inh: 1.6

> CCCNC(=O)N1C[C@@H](O)COC[C@@H]2O[C@@H](CC(=O)NCCCN3CCOCC3)CC[C@H]21
- TcdB inh: 0.2
> CN(C)C(=O)C[C@H]1CC[C@H]2[C@@H](COc3ccc(NC(=O)C4CC4)cc3C(=O)N2C)O1
- TcdB inh: 0.3
> COc1ccc(NC(=O)Nc2ccc3c(c2)C(=O)N([C@@H](C)CO)C[C@H](C)[C@@H](CN(C)Cc2ccc(Cl)c(Cl)c2)OCCCC[C@@H](C)O3)cc1
- TcdB inh: 0.1
> O=S(=O)(N[C@H]1CC[C@@H](CCn2cc(C3(O)CCCC3)nn2)O[C@H]1CO)c1ccc(F)cc1
- TcdB inh: 0.9
> Cc1ccc(S(=O)(=O)N(C)C[C@@H]2OCCCC[C@H](C)Oc3ccc(NC(=O)Nc4ccc(C(F)(F)F)cc4)cc3C(=O)N([C@@H](C)CO)C[C@@H]2C)cc1
- TcdB inh: -0.4
> Cc1noc(C)c1NC(=O)N(C)C[C@@H]1OCCCC[C@H](C)Oc2ccc(NS(=O)(=O)c3c(C)noc3C)cc2C(=O)N([C@@H](C)CO)C[C@@H]1C
- TcdB inh: -1.8
> C[C@H]1CN([C@@H](C)CO)C(=O)Cc2cc(NC(=O)CCN3CCOCC3)ccc2O[C@H]1CN(C)C(=O)NC1CCCCC1
- TcdB inh: 0.7
> N#Cc1cccc(-c2ccc([C@H]3[C@H]4CN(C(=O)Cc5ccccc5)CCCCN4[C@H]3CO)cc2)c1
- TcdB inh: -0.5
> C[C@@H]1CCCCO[C@@H](CN(C)S(=O)(=O)c2cccs2)[C@H](C)CN([C@@H](C)CO)C(=O)c2cc(NC(=O)Nc3ccc4c(c3)OCO4)ccc2O1
- TcdB inh: 0.2
> O=C(Cc1ccccn1)N1CC(=O)N2[C@H](C1)[C@@H](c1ccc(C#CC3CCCCC3)cc1)[C@@H]2CO
- TcdB inh: 1.8
> CCS(=O)(=O)Nc1ccc2c(c1)C(=O)N(C)[C@@H]1CC[C@@H](CC(=O)NC)O[C@@H]1CO2
- TcdB inh: 0.6
> C[C@H]1CN([C@@H](C)CO)C(=O)c2cc(C3=CCCCC3)cnc2O[C@H]1CN(C)C(=O)c1ccccc1
- TcdB inh: -1.2
> O=C(CN1CCOCC1)N[C@@H]1CC[C@H](CCNC(=O)C2CCCCC2)O[C@H]1CO
- TcdB inh: -0.8
> CCOC(=O)N(C)C[C@@H]1OCc2ccccc2-c2c(n(C)c3ccccc23)C(=O)N([C@H](C)CO)C[C@@H]1C
- TcdB inh: 0.3
> O=C(C1CCC1)N1CC(=O)N2[C@H](CO)[C@@H](c3ccc(-c4cccnc4)cc3)[C@H]2C1
- TcdB inh: -0.3

> COCC(=O)Nc1ccc2c(c1)OC[C@H](C)N(Cc1ccccc1)C[C@@H](C)[C@H](OC)CN(C)C2=O
- TcdB inh: 0.3
> C[C@@H]1CCCCO[C@@H](CN(C)S(=O)(=O)c2cn(C)cn2)[C@H](C)CN([C@@H](C)CO)C(=O)c2cc(NC(=O)C3CCCCC3)ccc2O1
- TcdB inh: -10
> COc1cccc(NC(=O)N(C)C[C@@H]2Oc3ncc(C#Cc4cccnc4)cc3C(=O)N([C@H](C)CO)C[C@H]2C)c1
- TcdB inh: -0.5
> CC=Cc1ccc2n(c1=O)C[C@H]1[C@H](CO)[C@@H](C(=O)NCCC)N(Cc3ccccn3)[C@@H]21 (mixture of isomers)
- TcdB inh: 0.4
> CCS(=O)(=O)N1[C@H](CO)[C@@H](c2ccc(-c3cccc(F)c3)cc2)[C@@H]1C#N
- TcdB inh: 1.5
> C/C=C/c1ccccc1[C@@H]1[C@@H](C#N)N(C(=O)CN2CCOCC2)[C@H]1CO
- TcdB inh: 0.2
> CCNC(=O)C[C@H]1CC[C@@H]2[C@H](COc3ccc(NC(=O)Cc4cccs4)cc3C(=O)N2C)O1
- TcdB inh: 1.9
> O=C(C[C@@H]1CC[C@H](NC(=O)c2ccc(F)cc2)[C@@H](CO)O1)NCCc1ccncc1
- TcdB inh: -0.3
> CCCC#Cc1cnc2c(c1)C(=O)N([C@H](C)CO)C[C@@H](C)[C@H](CN(C)C)O2
- TcdB inh: 0.6
> COc1ccc(S(=O)(=O)Nc2cccc3c2O[C@H](CN(C)Cc2ccc(Oc4ccccc4)cc2)[C@H](C)CN([C@@H](C)CO)C3=O)cc1
- TcdB inh: 0.2
> COc1ccc(CN(C)C[C@@H]2Oc3c(NC(=O)C4CCCCC4)cccc3C(=O)N([C@H](C)CO)C[C@H]2C)cc1
- TcdB inh: 1.6
> COc1ccc(CN(C)C[C@@H]2Oc3c(NC(=O)c4nc5ccccc5s4)cccc3C(=O)N([C@@H](C)CO)C[C@H]2C)cc1
- TcdB inh: -0.6
> COc1ccc(NC(=O)Nc2cccc3c2O[C@@H](CN(C)C)[C@H](C)CN([C@@H](C)CO)C3=O)cc1
- TcdB inh: 0.9
> N#C[C@@H]1[C@@H](c2ccc(C#Cc3ccccc3F)cc2)[C@@H](CO)N1C(=O)C1CCCCC1
- TcdB inh: 1.3
> CO[C@H](CN(C)C(=O)c1cc(Cl)cc(Cl)c1)[C@@H](C)CN(C(=O)Nc1ccc(F)cc1)[C@@H](C)CO
- TcdB inh: -0.5

> O=C(C[C@@H]1CC[C@@H]2[C@H](COC[C@H](O)CN2C(=O)c2ccc3c(c2)OCO3)O1)NCCN1CCCCC1
- TcdB inh: -0.5
> CN1CCN(C(=O)C[C@H]2CC[C@H]3[C@@H](COC[C@@H](O)CN3Cc3ccc4c(c3)OCO4)O2)CC1
- TcdB inh: -0.7
> Cc1ccc(S(=O)(=O)N[C@@H]2CC[C@H](CCn3cc(C4(O)CCCC4)nn3)O[C@H]2CO)cc1
- TcdB inh: 1.1
> COCCNC(=O)[C@H]1[C@H](CO)[C@H]2Cn3c(ccc(-c4ccccc4)c3=O)[C@@H]1N2C
- TcdB inh: 0.8
> CC(C)C(=O)Nc1ccc2c(c1)C(=O)N(C)[C@H]1CC[C@H](CC(=O)NCC3CC3)O[C@H]1CO2
- TcdB inh: -1.5
> C[C@@H]1CN([C@H](C)CO)C(=O)c2cc(NC(=O)CCCN(C)C)ccc2O[C@@H]1CN(C)Cc1ccc(C(F)(F)F)cc1
- TcdB inh: 0.0
> COc1ccc(S(=O)(=O)Nc2ccc3c(c2)CC(=O)N([C@H](C)CO)C[C@H](C)[C@H](CN(C)S(=O)(=O)c2ccc(OC)cc2)O3)cc1
- TcdB inh: -1.5
> O=C(C[C@H]1C[C@H]2c3cc(NC(=O)c4cccnc4)ccc3O[C@H]2[C@@H](CO)O1)NCc1cccc(F)c1
- TcdB inh: -0.5
> CC(C)NC(=O)N1CC2(C1)[C@H](c1ccccc1)[C@@H](CO)N2C(=O)C1CCOCC1
- TcdB inh: -1.2
> COc1cccc(-c2cnc3c(c2)C(=O)N([C@@H](C)CO)C[C@@H](C)[C@H](CN(C)C(=O)CN(C)C)O3)c1
- TcdB inh: -0.1
> C[C@@H]1CN([C@H](C)CO)C(=O)c2cc(NC(=O)Cc3ccccc3)ccc2O[C@H]1CN(C)C(=O)Nc1ccc(F)cc1
- TcdB inh: -0.8
> CN1c2ccc(-c3cccc(F)c3)cc2[C@@H]2[C@@H](CCN2C(=O)Cc2cccnc2)[C@@H]1CO
- TcdB inh: 1.4
> C[C@@H](NC(=O)C[C@H]1C[C@@H]2c3cc(NC(=O)Nc4ccccc4F)ccc3O[C@@H]2[C@H](CO)O1)c1ccccc1
- TcdB inh: -1.3
> CC(C)NC(=O)Nc1ccc2c(c1)C(=O)N([C@@H](C)CO)C[C@@H](C)[C@@H](CN(C)S(=O)(=O)c1ccccc1)O2
- TcdB inh: -1.2
> O=C(N[C@@H]1CC[C@@H](CC(=O)N2CCc3ccccc3C2)O[C@@H]1CO)C1CCOCC1
- TcdB inh: -2.3

Four compounds picked at random from those above:
> COCCNC(=O)[C@H]1[C@H](CO)[C@H]2Cn3c(ccc(-c4ccccc4)c3=O)[C@@H]1N2C
- TcdB inh: 0.8
> CC(C)NC(=O)N1CC2(C1)[C@H](c1ccccc1)[C@@H](CO)N2C(=O)C1CCOCC1
- TcdB inh: -1.2
> Cc1ccc(S(=O)(=O)N[C@@H]2CC[C@H](CCn3cc(C4(O)CCCC4)nn3)O[C@H]2CO)cc1
- TcdB inh: 1.1
> O=C(C[C@H]1C[C@H]2c3cc(NC(=O)c4cccnc4)ccc3O[C@H]2[C@@H](CO)O1)NCc1cccc(F)c1
- TcdB inh: -0.5

Next entries:
> CO[C@@H]1CN(C)C(=O)c2cc(NS(C)(=O)=O)ccc2OC[C@@H](C)N(C)C[C@H]1C
- TcdB inh: -0.9
> C[C@H]1CN([C@@H](C)CO)S(=O)(=O)c2ccc(-c3ccccc3F)cc2O[C@@H]1CN(C)C
- TcdB inh: -1.8
> CC=Cc1ccc2n(c1=O)C[C@@H]1[C@@H](CO)[C@H](C(=O)NCC)[C@H]2N1C(=O)C1CC1 (mixture of isomers)
- TcdB inh: 0.7
> C[C@H](CO)N1C[C@H](C)[C@H](CN(C)CC2CC2)OCCCC[C@H](C)Oc2ccc(NC(=O)NC3CCCCC3)cc2C1=O
- TcdB inh: -0.8
> O=C(Nc1ccccc1F)N1C[C@@H]2[C@H](c3ccccc31)[C@@H](CO)N2C(=O)c1ccc(F)cc1
- TcdB inh: 0.7
> O=C(NC[C@H]1CC[C@@H]2[C@@H](CN2Cc2cccc(Cl)c2)O1)C1CC1
- TcdB inh: 0.3
> C[C@@H]1CN([C@@H](C)CO)C(=O)c2cccc(NC(=O)Nc3ccccc3)c2O[C@@H]1CN(C)Cc1ccc(-c2ccccc2)cc1
- TcdB inh: 0.5
> CCC(=O)Nc1ccc2c(c1)C(=O)N(C)C[C@H](OC)[C@@H](C)CN(Cc1ccccc1C(=O)O)[C@@H](C)CO2
- TcdB inh: -1.9
> CN1[C@@H]2c3ccc(-c4ccccc4)c(=O)n3C[C@@H]2[C@@H](CO)[C@@H]1C(=O)NCCc1ccccc1
- TcdB inh: 0.3
> COc1ccc(NC(=O)N[C@H]2CC[C@@H](CCn3cc(-c4ccccn4)nn3)O[C@H]2CO)cc1
- TcdB inh: -0.1
> C[C@H](CO)N1C[C@H](C)[C@@H](CN(C)S(=O)(=O)c2ccc(Cl)cc2)Oc2c(NS(C)(=O)=O)cccc2C1=O
- TcdB inh: -0.9
> COc1ccc(C#Cc2ccc([C@@H]3[C@H]4CN(C(=O)c5cccnc5)CC(=O)N4[C@H]3CO)cc2)cc1
- TcdB inh: 0.0
> COc1ccc(S(=O)(=O)N[C@@H]2C=C[C@@H](CC(=O)NCc3ccccc3F)O[C@H]2CO)cc1
- TcdB inh: -5.6
> C[C@@H]1CN([C@H](C)CO)S(=O)(=O)c2ccc(C3=CCCC3)cc2O[C@H]1CN(C)C(=O)C1CCC1
- TcdB inh: -0.2
> CCC(=O)N(C)C[C@H]1Oc2cc(C#CCC(C)C)ccc2S(=O)(=O)N([C@@H](C)CO)C[C@H]1C
- TcdB inh: 2.0

> COc1ccc(NC(=O)N(C)C[C@H]2Oc3ccc(NC(=O)NC(C)C)cc3CC(=O)N([C@H](C)CO)C[C@@H]2C)cc1
- TcdB inh: -1.2
> O=C(C[C@H]1C[C@H]2c3cc(NS(=O)(=O)c4ccc(F)cc4)ccc3O[C@H]2[C@@H](CO)O1)NCc1cc(F)ccc1F
- TcdB inh: -1.2
> C[C@H](CO)N1C[C@H](C)[C@@H](CN(C)Cc2ccc(C(=O)O)cc2)Oc2ccc(NS(=O)(=O)c3cccs3)cc2C1=O
- TcdB inh: -1.2
> Cc1ccc(S(=O)(=O)N2C[C@H](O)COC[C@H]3O[C@@H](CC(=O)NCCCN(C)C)CC[C@@H]32)cc1
- TcdB inh: -0.4
> OC[C@@H]1[C@H](c2ccc(C#CC3CC3)cc2)[C@H]2CN(CCC(F)(F)F)CCCCN12
- TcdB inh: 0.3
> CNC[C@@H]1Oc2ccc(NC(=O)Nc3ccc(F)cc3)cc2CC(=O)N([C@H](C)CO)C[C@H]1C
- TcdB inh: 0.0
